Screens: PubChem BioAssay, National Center for Advancing Translational Sciences (NCATS)
FBPA coupling cs – coupling enzyme interference in Giardia aldolase counter-screen; coupling enzyme system counterscreen, AmpLite Red fluorescence; activity change, negative = inhibition, % at 58.2 µM, hits read low; hit rate 0.67% among 290,000; AID 2472; in the data active means activity change below about -30%; further: on the % scale 0 is the no-effect control and ±100 the full control effect
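First, compound is pin-transferred into glyceraldehyde-3-phosphate coupling-enzyme reagent at 57.5 uM final and held 10 min at RT. Next, substrate, coupling system and AmpLite Red are added. After 20 min RT, fluorescence (525/598 nm) is read.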
KCNH2 3.1 inh – inhibitors of human KCNH2 3.1 potassium channel isoform; U2OS KCNH2 3.1, thallium flux FluxOr; hits give low values; hit rate 0.95% among 340,000; activity change, % (tested at about 1.8 µM);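 active means maximum activity change below -70%; inconclusive means maximum activity change from -70% to -50%; inactive means maximum activity change above -50%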;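 further: thallium influx rate constant from kinetic fluorescence after stimulation buffer; on the % scale 0 is the no-effect control and ±100 the full control effect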
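Measured as rate of thallium-driven FluxOr signal in transduced U2OS cells carrying the 3.1 channel, read kinetically for 2 min upon stimulation; values are rate constants scaled to DMSO control wells.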
MLL CXXC-DNA inh – blocks binding of human MLL CXXC domain to DNA; Q03164; Potency, µM (top dose mostly 115 µM), without a hit: at the highest dose activity change, negative = inhibition, hits mostly inhibitors; hit rate 0.037% among 290,000; MLL-CXXC / FITC-HOXA9 DNA fluorescence polarization; AID 2662; active means well fitted inhibition curve with a large enough effect in the polarisation, with a control signal flat, not every such curve was filed as active; inconclusive means small, poorly fitted or top-dose-only effect, or effect the other way, or a change in a side signal; inactive means no such curve, though single readings can be large or run the other way; the % refers to the polarisation; further: potency means the concentration at half of the fitted maximal effect
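Fluorescence polarization: 7 uM MLL-CXXC (stock) preincubated 5 min with compounds, then 50 nM fluorescein-HOX-A9 DNA (stock) added; 30 min ambient. Buffer 50 mM Tris-HCl pH 7.5, 50 mM NaCl, 1 mM DTT, 0.05% BSA.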
GALK inh – blocks human galactokinase activity | Purified GALK, Kinase-Glo residual ATP luminescence | hit rate 0.007% among 270,000 | Potency, µM (doses to about 57.5 µM), inactives show at the top dose activity change, negative = inhibition, most hits filed as inhibitors | P51570; further: potency means the concentration at half of the fitted maximal effect; on the % scale 0 is the no-effect control and ±100 the full control effect
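The enzyme phosphorylates galactose (100 uM) using ATP (35 uM); inhibition is detected as higher residual ATP, quantified by bioluminescence after 1 h reaction at room temperature, pH 8.0.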
Integrin act MD – integrin-mediated muscular dystrophy alleviation activation; alpha7betagal myoblasts, beta-gal FDG fluorescence, 48 h; Potency, µM (titrated, usually from 38.3 µM), for the others: at the highest dose activation, most hits filed as activators; hit rate 0.064% among 350,000;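 further: potency means the concentration at half of the fitted maximal effect; 100% = response of the positive control SU9516; nearly all actives have a fitted effect of over 60% in size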
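Alpha7betagal+/- myoblasts (passage 13) were plated 16-24 hr, then exposed to compounds (1:260 dilution of DMSO stock) for 48 hours at 37C. After MPER lysis, β-galactosidase reporter activity was read as FDG fluorescence (ex 480/em 540) after 30 minutes.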
TRPV1 agonist – activates the human vanilloid receptor TRPV1; activation, % at 8.33 µM; AID 540275; TRPV1-expressing cells, Fluo-8 calcium influx, agonist mode; hit rate 0.19% among 320,000; in the data active means activation above about 80%; inconclusive means between about 30% and that limit; further: 0% is about no effect
Target sequence (Q8NER1 whole entry, looked up): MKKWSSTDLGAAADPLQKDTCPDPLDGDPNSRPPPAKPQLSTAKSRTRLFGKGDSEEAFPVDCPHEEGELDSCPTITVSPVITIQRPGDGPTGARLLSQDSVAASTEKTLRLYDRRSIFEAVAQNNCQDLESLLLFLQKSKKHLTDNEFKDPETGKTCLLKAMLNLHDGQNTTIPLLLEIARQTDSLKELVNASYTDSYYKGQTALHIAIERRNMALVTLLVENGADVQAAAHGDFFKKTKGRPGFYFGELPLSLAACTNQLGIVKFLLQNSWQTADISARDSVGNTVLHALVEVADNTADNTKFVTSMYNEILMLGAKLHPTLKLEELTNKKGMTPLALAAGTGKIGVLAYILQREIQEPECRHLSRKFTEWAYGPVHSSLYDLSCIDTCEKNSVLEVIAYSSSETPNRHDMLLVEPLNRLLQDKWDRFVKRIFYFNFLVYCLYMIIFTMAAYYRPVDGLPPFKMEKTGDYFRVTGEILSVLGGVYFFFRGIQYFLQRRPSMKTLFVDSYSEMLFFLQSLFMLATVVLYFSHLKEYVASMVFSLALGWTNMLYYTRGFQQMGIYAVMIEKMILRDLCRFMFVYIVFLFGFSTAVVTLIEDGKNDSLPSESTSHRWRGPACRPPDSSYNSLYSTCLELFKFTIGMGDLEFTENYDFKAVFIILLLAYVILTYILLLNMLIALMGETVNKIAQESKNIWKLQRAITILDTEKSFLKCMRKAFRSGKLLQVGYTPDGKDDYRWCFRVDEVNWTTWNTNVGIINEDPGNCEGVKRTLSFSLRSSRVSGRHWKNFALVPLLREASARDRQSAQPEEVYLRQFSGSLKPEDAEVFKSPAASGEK
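TRPV1-expressing cells were cultured overnight at 35.5C and loaded with Fluo-8 calcium dye for 40 to 90 min at room temperature. After a 10 s baseline, compound was added and calcium influx was read kinetically for 3 min (ex 480/em 520 nm).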
MBNL1 CUG block – inhibitors of human MBNL1 binding to CUG repeat RNA | Potency, µM (titrated, usually from 57.5 µM), inactives show top-dose activity change, negative = inhibition, actives largely listed as inhibitors | hit rate 0.036% among 280,000 | Q9NR56 | TR-FRET MBNL1-His/biotin-(CUG)12 binding, 665/545 ratio; active means well fitted inhibition curve with a large enough effect in the signal ratio, with a control signal flat, not every such curve was filed as active; inconclusive means small, poorly fitted or top-dose-only effect, or effect the other way, or a change in a side signal; inactive means no such curve, though single readings can be large or run the other way; the % refers to the signal ratio; further: potency means the concentration at half of the fitted maximal effect; on the % scale 0 is the no-effect control and ±100 the full control effect
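His-tagged MBNL1 binding to biotinylated (CUG)12 RNA was measured by TR-FRET using terbium anti-His antibody (0.055 ng/ul final) and streptavidin-XL665 (5 nM final). Compounds were titrated 92 nM to 58 uM; 60 min at room temperature.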
A-T KAP1 phos – candidate therapy for ataxia-telangiectasia; Potency, µM (titrated, usually from 57.5 µM), for inactives: top-dose activation, hits mostly activators; hit rate 0.19% among 320,000; AID 485349; […] A-T fibroblasts, KAP-1 phosphorylation AlphaLISA; neocarzinostatin DNA damage 30 min before lysis; further: potency means the concentration at half of the fitted maximal effect; % of control where 0% means no effect; nearly all actives have a fitted effect of over 45% in size
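hTERT-immortalized A-T patient fibroblasts ([…]), 500 cells/well in OPTI-MEM, 1% FBS, got compounds for 60 min, then NCS for 30 min at 37C. Lysates were then assayed for phospho-KAP-1 by AlphaLISA (anti-pKAP1 donor, anti-KAP1 acceptor beads), 6 hr at 25C.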
hERG WT inh – blocks the wildtype human KCNH2 potassium channel | U2OS, BacMam KCNH2, thallium flux FluxOr; hits give low values | activity change, % at 1.84 µM | hit rate 0.37% among 340,000 | Q12809;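 active means maximum activity change below -70%; inconclusive means maximum activity change between -70% and -50%; inactive means maximum activity change above -50%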; further: on the % scale 0 is the no-effect control and ±100 the full control effect
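U2OS cells transduced with wild-type KCNH2 virus are loaded with FluxOr dye for 45 min, and thallium flux is measured in kinetic reads before and after stimulation buffer. Rate constants are normalized to DMSO controls.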
S-ASM inh – human S-ASM enzyme inhibition; placental ASM, HMU-PC fluorogenic substrate, 60 min; hit rate 0.006% among 340,000; Potency, µM (highest dose often 57.5 µM), for inactives: at the highest dose activity change, negative = inhibition, most hits filed as inhibitors; further: potency means the concentration at half of the fitted maximal effect
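HMU-PC0 cleavage (9 uM final) by human placental ASM, 60 min at 37 °C following 10 min compound exposure at RT; stopped at pH 10, fluorescence Ex 386/Em 447 nm.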
* marks the source's active call; other numbers are inactive results; ? = inconclusive; · = not tested or not shown; & = joins results of further samples; [ ] = remark or other dose. Unless noted, the call rests on the fitted dose curve; in most records, active means well fitted curve in the direction sought with a large enough effect; inconclusive means small, poorly fitted or top-dose-only effect, or another doubt; inactive means no such curve, though single readings can be large; an effect the other way counts as inactive or inconclusive.

SMILES	FBPA coupling cs	KCNH2 3.1 inh	MLL CXXC-DNA inh	GALK inh	Integrin act MD	TRPV1 agonist	MBNL1 CUG block	A-T KAP1 phos	hERG WT inh	S-ASM inh
CC1CCc2c(sc3ncnc(SCC(=O)Nc4ccc(C(=O)O)cc4)c23)C1 (configuration not stated)	12	14	-2%	-7%	-54%[inhibitor]	14	-2%	1%	7	-6%
Cc1cccc2c(=O)cc(C)n(CC(=O)N3CCCCC3)c12	4	-22	6%	5%	-15%	8	-17%	2%	-3	1%
COC(=O)CSc1nsc(SCC(=O)OC)c1C#N	7	3	3%	0%	5%	-2	-1%	-4%	-2	9%
COc1ccc(C)cc1-n1c(SCC(=O)Nc2cc(C)on2)nc2ccccc2c1=O	-1	3	7%	-2%	19%	3	-3%	-5%	2	-2%
O=C(c1ccccc1F)N1CCN(S(=O)(=O)c2ccc(S(=O)(=O)N3CCCCCC3)cc2)CC1	0	13	-14%	1%	3%	0	-3%	-10%	1	4%
COC(=O)Nc1nnc(-c2ccccc2Cl)s1	1	-3	1%	1%	-9%	5	0%	6%	3	3%
Clc1ccc(-c2nnc(Sc3nc4ccccc4o3)c3ccccc23)cc1	1	-1	-5%	3%	-53%[inhibitor]	-7	-6%	6%	2	-8%
Cc1cccc(-c2nc3ccccc3c(=O)n2NC(=O)c2ccc([N+](=O)[O-])c(C)c2)c1	6	13	-1%	1%	4%	20	-3%	0%	2	-7%
Cc1ccc(C)c(OCC(=O)Nc2nc3ccc([N+](=O)[O-])cc3s2)c1C	11	-7	18%	2%	0%	-4	1%	7%	-8	-10%
O=C1C(Nc2ccccc2)=C2CCCC=C2N1c1ccccc1	2	-13	4%	-2%	-28%	-13	·	6%	-1	0%
COc1ccc(NC2C=CS(=O)(=O)C2)cc1 (configuration not stated)	4	-1	-4%	5%	-35%	-3	2%	·	-4	-1%
CC1CN(C(=O)Nc2ccc3c(c2)OCCO3)CC(C)O1 (configuration not stated)	-1	5	7%	0%	?	3	5%	5%	-1	-2%
Cc1ccc(OCCNC(=O)/C=C/c2ccccc2)cc1C	-1	3	-1%	0%	0%	?	0%	-4%	-7	-11%
O=C(CSc1ccc2nnc(CCNC(=O)c3ccccc3)n2n1)NCc1ccccc1	·	·	-27%	-5%	4%	5	100%[activator]	-12%	-7	0%
COc1ccc(/C=C/c2onc(C)c2S(=O)(=O)N2CCC(C(=O)N3CCCCCC3)CC2)cc1	-2	22	-11%	5%	0%	13	?	-3%	-8	19%
N#C/C(=C/c1ccc(-c2cc(C(=O)O)cc(C(=O)O)c2)o1)c1nc2ccccc2s1	10	·	?	-5%	·	2	-2%	-2%	·	·
CCOC(=O)N1CCC(NC(=O)CC2C(=O)NCCN2Cc2cccc(F)c2F)CC1 (configuration not stated)	·	-18	0%	-3%	-11%	0	-3%	16%	0	3%
CC(C)C(c1nnnn1C(C)(C)C)N1CCN(Cc2cccnc2)CC1 (configuration not stated)	1	-4	4%	-1%	-28%	-4	-7%	-6%	4	-2%
O=C(Nc1nnc(-c2ccco2)s1)C1CC1	2	-6	22%	3%	?	2	22%	-5%	-11	-2%
Cc1ccccc1C(=O)c1ccccc1C(=O)c1ccccc1	·	1	·	·	20%	·	·	·	6	-1%
COc1cc(=O)[nH]c(SC(C)C(=O)Nc2ccc3ccccc3c2)n1 (configuration not stated)	4	9	-1%	4%	-26%	-6	-1%	4%	-6	-1%
CN(CC(O)COc1ccc2ccccc2c1)C1CCCCC1 (configuration not stated)	-2	10	12%	0%	-54%[inhibitor]	3	-1%	-12%	11	-3%
Cc1ccccc1C(=O)N1CCC(C(=O)N2CCN(S(=O)(=O)c3ccccc3F)CC2)CC1	1	5	8%	-1%	12%	-1	2%	4%	0	4%
O=C(Nc1ccc([N+](=O)[O-])cc1)NN1CCCCCC1	·	-9	·	·	-12%	·	·	·	4	-5%
O=C(Nc1cccc(Cl)c1)OCCN1CCN(Cc2ccccc2)CCC1=O	-2&2	-3	4%	·	-21%	9	2%	5%	13	1%

By substructure, those above containing a cyano group (two)
SMILES	FBPA coupling cs	KCNH2 3.1 inh	MLL CXXC-DNA inh	GALK inh	Integrin act MD	TRPV1 agonist	MBNL1 CUG block	A-T KAP1 phos	hERG WT inh	S-ASM inh
COC(=O)CSc1nsc(SCC(=O)OC)c1C#N	7	3	3%	0%	5%	-2	-1%	-4%	-2	9%
N#C/C(=C/c1ccc(-c2cc(C(=O)O)cc(C(=O)O)c2)o1)c1nc2ccccc2s1	10	·	?	-5%	·	2	-2%	-2%	·	·

Given as a markdown table: part of the list above
| canonical_smiles | FBPA coupling cs | KCNH2 3.1 inh | MLL CXXC-DNA inh | GALK inh | Integrin act MD | TRPV1 agonist | MBNL1 CUG block | A-T KAP1 phos | hERG WT inh | S-ASM inh |
| --- | --- | --- | --- | --- | --- | --- | --- | --- | --- | --- |
| COc1ccc(NC2C=CS(=O)(=O)C2)cc1 (configuration not stated) | 4 | -1 | -4% | 5% | -35% | -3 | 2% | · | -4 | -1% |
| COC(=O)Nc1nnc(-c2ccccc2Cl)s1 | 1 | -3 | 1% | 1% | -9% | 5 | 0% | 6% | 3 | 3% |

Next section.
SMILES	FBPA coupling cs	KCNH2 3.1 inh	MLL CXXC-DNA inh	GALK inh	Integrin act MD	TRPV1 agonist	MBNL1 CUG block	A-T KAP1 phos	hERG WT inh	S-ASM inh
CN(C)S(=O)(=O)N1CCN(S(=O)(=O)c2ccccc2)CC1	2	-1	0%	-1%	0%	-3	3%	-4%	-39	0%
CC(=O)N1CCN(CC(=O)c2ccc(Br)cc2)CC1	4	-1	6%	1%	-2%	0	4%	-9%	-1	0%
CC[C@H](C)[C@H]1CNC(=O)C(=O)N1CC1CCN(CCCc2ccc(OC)c(OC)c2)CC1	·	3	·	·	22%	·	·	·	5	3%
CCCC(C)NC(=O)CSc1nc(-c2ccccc2)cn1N (configuration not stated)	1	1	-5%	2%	10%	2	0%	0%	-6	0%
Cc1oc(-c2ccccc2F)nc1CS(=O)CC(=O)NCc1ccc(F)cc1 (configuration not stated)	3	36	·	·	-23%	1	-6%	-23%	11	2%
Cc1ccc(OCC(=O)N2CCN(S(=O)(=O)c3ccc4c(c3)OCCO4)CC2)c(C)c1	·	10	·	·	2µM*	3	·	0%	-5	0%
Cc1c(Cc2ccccc2)sc(/N=C/c2c(O)ccc3ccccc23)c1C(N)=O	-12	1	-5%	0%	0%	1	·	21%	-7	·
Cc1cc(SCC(=O)c2cc(C)n(C)c2C)nc2ccccc12	-4	3	?	2%	0%	25	?	5%	0	5%
CCCN1CCN(c2ccc(S(N)(=O)=O)cc2[N+](=O)[O-])CC1	1	14	-3%	0%	20%	1	?	0%	26	3%
O=C(CSc1ccccc1)Nc1cccc(S(=O)(=O)N2CCOCC2)c1	·	-9	·	·	0%	24	·	3%	0	-2%
COc1cccc(NC(=O)COc2ccc(N3CC(C(=O)NCC(C)C)CC3=O)cc2)c1 (configuration not stated)	2	-3	28%	0%	8%	-12	-9%	9%	-9	-1%
Cc1c(N=C2SCC(=O)N2/N=C/c2ccccc2Cl)c(=O)n(-c2ccccc2)n1C	0	3	3%	3%	-11%	-3	11%	·	1	2%
CSc1nn2c(C(F)(F)F)cc(C(F)(F)F)nc2c1C(N)=O	2	2	0%	·	-8%	-4	1%	-2%	1	-2%
Cc1cc(Cl)ccc1OC(C)C(=O)Nc1ccc(C(=O)Nc2ccccc2C(=O)O)cc1 (configuration not stated)	·	-25	-9%	2%	11%	1	-6%	6%	5	0%
CCOc1ccc(-n2nc(C(=O)NCCOC)c3ccccc3c2=O)cc1	1	6	-2%	-1%	5%	1	?	2%	0	1%
O=C(CC1CCCC1)NCCc1cn2ccccc2n1	1	16	1%	3%	10%	3	-3%	5%	1	3%
COc1ccc(-c2coc3cc(OC4OC(CO)C(O)C(O)C4O)cc(O)c3c2=O)cc1 (configuration not stated)	0	-12	·	·	-2%	1	·	-1%	13	-3%
O=C1CCC(=O)N1CCSC(=S)N1CCOCC1	-2	-7	-13%	-2%	-4%	1	-5%	12%	-6	1%
CC(CCc1ccccc1)NS(=O)(=O)c1ccccc1 (configuration not stated)	-6	-18	4%	-2%	19%	16	-13%	9%	0	-2%

An excerpt from above in order of their number in MLL CXXC-DNA inh, largest number first.
| Molecule | MLL CXXC-DNA inh |
| --- | --- |
| COc1cccc(NC(=O)COc2ccc(N3CC(C(=O)NCC(C)C)CC3=O)cc2)c1 (configuration not stated) | 28% |
| O=C(CC1CCCC1)NCCc1cn2ccccc2n1 | 1% |
| CSc1nn2c(C(F)(F)F)cc(C(F)(F)F)nc2c1C(N)=O | 0% |
| CCCC(C)NC(=O)CSc1nc(-c2ccccc2)cn1N (configuration not stated) | -5% |
